Source: PubChem BioAssay (several laboratories)
p47phox inh – inhibitors of human p47phox binding; inhibition, % at 24.7 µM; p47phox/p22phox peptide binding, fluorescence polarization, 2 h; actives 0.53% (n = 220,000); P14598;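 active = inhibition above about 30%, limit read from the data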;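 also: 0% = p47phox with labelled peptide and 100% = labelled peptide alone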
Target sequence (P14598 whole entry, looked up): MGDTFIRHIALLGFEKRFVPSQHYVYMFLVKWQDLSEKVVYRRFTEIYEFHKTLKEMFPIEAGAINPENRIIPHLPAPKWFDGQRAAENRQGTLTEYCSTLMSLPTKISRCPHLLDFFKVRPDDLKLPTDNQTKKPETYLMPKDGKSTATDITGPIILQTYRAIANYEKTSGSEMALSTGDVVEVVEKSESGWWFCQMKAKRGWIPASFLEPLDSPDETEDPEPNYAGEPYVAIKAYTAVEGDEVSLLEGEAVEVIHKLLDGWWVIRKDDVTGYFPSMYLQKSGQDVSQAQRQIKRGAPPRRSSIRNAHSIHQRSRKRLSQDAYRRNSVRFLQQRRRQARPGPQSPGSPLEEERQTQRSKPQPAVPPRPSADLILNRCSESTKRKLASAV
Tb hexokinase – T. brucei hexokinase 1 inhibition; actives 0.11% (n = 220,000); inhibition, % at 10 µM; AID 1430; recombinant TbHK1, G6PDH-coupled NADH A340;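 active = inhibition of 50% or more in the single-dose primary screen; inactive = inhibition below 50%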
Runt-CBFb FRET – inhibitors of human RUNX1 Runt domain binding to CBFb; inhibition, % at 20 µM; Cerulean-Runt/Venus-CBFb FRET ratio 530/480, 1 h; actives 0.46% (n = 220,000); AID 1496;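 active = inhibition over about 50% at 20 µM in the single-dose screen, limit read from the data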;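 also: 0% = DMSO wells and 100% = excess unlabeled CBFb competitor control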
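System: Cerulean-labeled Runt domain protein | Quantity: 100 nM of each labeled protein | Schedule: 1 h compound exposure, room temperature | Detection: Fluorescence energy transfer, 422 nm excitation, 530/480 nm emission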
Hck-Nef inh – blocks Nef-activated human Hck kinase | P08631 | Recombinant Hck-YEEI plus Nef, Z-Lyte FRET kinase assay | inhibition, % at 20 µM | actives 0.68% (n = 220,000);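 active = Hck-Nef kinase inhibition above about 50%, limit read from the data; inactive = inhibition below that limit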;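 also: 0% = DMSO with Hck plus Nef and 100% = Hck alone without Nef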
Runt-SMMHC FRET – Runt domain-CBFb-SMMHC interaction inhibition. inhibition, % at 20 µM. actives 0.74% (n = 220,000). AID 1434. Q01196+Q13951. Cerulean-Runt/Venus-CBFb-SMMHC FRET ratio 530/480, 1 h;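 active = mean inhibition across duplicate retests at 20 µM reaching about 50%, limit read from the data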;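 also: 0% = DMSO wells and 100% = wells with excess untagged CBFb-SMMHC; inhibitors lower the FRET ratio by blocking Runt binding to CBFb-SMMHC; some results filed as inactive read as strong as hits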
L929 necroptosis – L929 zVAD cell death inhibition | viability rescue, % at 10 µM | L929 zVAD necroptosis rescue, ATP luminescence, 24 h; with zVAD 60 µM | AID 1377 | actives 0.38% (n = 220,000);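 active = activation, scaled between plate controls, above about 75%, limit read from the data; inactive = activation under that limit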;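 also: 0% = zVAD with DMSO and 100% = DMSO alone without zVAD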
14-3-3 Bad PPI – disrupts binding of bovine 14-3-3 zeta to phospho-Bad peptide; P63103; TR-FRET 14-3-3zeta/Dy647-pBad peptide displacement, 1 h; inhibition, % at 21.7 µM; actives 0.71% (n = 220,000); AID 781;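 active = inhibition above about 70%, limit read from the data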;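 also: 0% = full 14-3-3 plus peptide FRET controls and 100% = background without 14-3-3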
EBV gp42 inh – EBV gp42 inhibition | Q1HVG2 | Fluorescence polarization binding assay, mP read-out | inhibition, % (tested at 21.74 µM) | actives 0.42% (n = 220,000); in the data active = inhibition above about 50%
Target sequence (Q1HVG2 whole entry, looked up): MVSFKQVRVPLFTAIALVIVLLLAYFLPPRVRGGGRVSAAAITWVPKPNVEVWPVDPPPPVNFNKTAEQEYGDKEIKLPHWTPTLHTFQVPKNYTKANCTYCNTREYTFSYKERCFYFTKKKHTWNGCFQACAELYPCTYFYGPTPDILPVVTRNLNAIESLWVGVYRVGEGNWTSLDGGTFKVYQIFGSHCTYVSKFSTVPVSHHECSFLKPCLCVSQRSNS
Mdm2 ligase inh – Mdm2 E3 ligase (human) inhibition; signal enhancement, % at 5 µM; cell-based MDM2 ubiquitination luciferase reporter, 2 h; 0 = plate control, 100 = twice control, blank-subtracted; AID 1230; actives 0.11% (n = 210,000);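 active = signal enhancement of 30% or more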;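 also: luminescence tracks abundance of the self-degrading MDM2-luciferase fusion protein; higher signal means inhibition of MDM2 E3 ligase activity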
Target sequence (Q00987 whole entry, looked up, the tested form may be a part): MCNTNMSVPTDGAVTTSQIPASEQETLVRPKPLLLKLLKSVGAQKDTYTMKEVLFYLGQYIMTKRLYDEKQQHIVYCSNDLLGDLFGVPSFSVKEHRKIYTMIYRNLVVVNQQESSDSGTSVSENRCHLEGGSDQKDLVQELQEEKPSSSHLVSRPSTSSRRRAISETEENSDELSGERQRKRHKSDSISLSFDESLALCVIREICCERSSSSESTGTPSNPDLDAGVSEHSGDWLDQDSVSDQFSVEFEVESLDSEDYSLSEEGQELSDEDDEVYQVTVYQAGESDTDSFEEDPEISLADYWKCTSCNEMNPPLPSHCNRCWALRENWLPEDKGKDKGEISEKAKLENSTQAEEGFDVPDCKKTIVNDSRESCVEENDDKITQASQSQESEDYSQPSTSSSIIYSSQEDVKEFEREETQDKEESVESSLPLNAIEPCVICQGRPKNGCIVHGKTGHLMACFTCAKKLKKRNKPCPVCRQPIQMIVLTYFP
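Assay system: mammalian cells stably expressing self-ubiquitinating, self-degrading MDM2 E3–luciferase fusion. Quantity: 2000 cells in each well. Medium: DMEM culture medium. Compound dosing: single-point 5 µM. Timing: cell settling 4 h, compound treatment 2 h, both 37 °C. Technique: luciferase luminescence. Read-out basis: percent signal gain over controls, blank-subtracted. Benchmarks: plate controls and plate blanks.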
* hit, by the source's call; / = no result given; [ ] = dose if it differs, or a comment.

SMILES	p47phox inh	Tb hexokinase	Runt-CBFb FRET	Hck-Nef inh	Runt-SMMHC FRET	L929 necroptosis	14-3-3 Bad PPI	EBV gp42 inh	Mdm2 ligase inh
O=C1CC(N2CCSCC2)C(=O)N1c1ccc(F)cc1 (centres undefined)	2.0	-4.8	0.6	14.1	2.5	0.8	-3.8	4.9	-9.2
CC1(C(=O)NCc2cccnc2)CCC(=O)N1Cc1cccs1 (centres undefined)	-6.4	-4.9	0.1	1.0	3.0	-0.1	0.4	-13.2	-11.2
CCNC(=O)Cc1ccc(Br)cc1	-3.6	0.7	0.5	-1.1	-2.3	0.6	11.0[fluorescence artefact?]	-2.6	2.6
CCCOc1ccc(N2C(=O)CC(N(CCOC34CC5CC(CC(C5)C3)C4)C(C)=O)C2=O)cc1 (centres undefined)	2.7	-6.7	-2.7	-1.5	-1.8	0.5	7.6	2.3	-26.2
COc1ccccc1Nc1nc(-c2sc(NC(=O)C(C)(C)C)nc2C)cs1	-30.7	-5.6	5.0	-1.4	-2.1	1.8	42.1	-17.2	-3.5
O=C(Nc1cccc(C(=O)N2CCOCC2)c1)c1ncn[nH]1	-2.5	2.9	0.6	0.2	0.1	0.1	-5.8[fluorescence artefact?]	-24.9	-3.6
C/C=N\NC(=O)CNC(=O)CNC(=O)c1ccccc1	-8.3	-1.5	0.1	3.3	-1.0	3.0	-11.0	-7.0	2.5
O=C(O)COc1ccc(-c2nnn(Cc3ccccc3F)n2)cc1	-10.8	0.1	0.4	0.6	-5.8	0.2	0.2	-27.1	-3.6
O=C(CCc1ccccc1)Nc1nc2ccc(S(=O)(=O)N3CCOCC3)cc2s1	-12.5	-6.6	-0.8	4.3	2.7	-0.6	-8.9	-9.9	/
CCn1nnnc1SCC(=O)N1CCOCC1	-7.0	6.1	-1.6	0.1	1.6	-0.4	-3.9	-2.7	11.5
O=C1NC(=S)S/C1=C1\Sc2ccccc2N1CCCS(=O)(=O)O	-17.7	0.3	88.1*	2.3	122.7*	0.3	10.5	-15.4	-18.9
O=C(Nc1ccccc1)NC1(C(=O)NCc2ccco2)CCCCC1	1.7	5.1	1.0	-0.2	3.0	0.3	-4.0[fluorescence artefact?]	-10.7	-7.5
COc1ccnc(Oc2ccc(F)cc2)c1C(=O)N/C=N/OCc1cccc(F)c1	-1.0	7.7	-7.4	17.1	-2.9	-0.5	-8.3	6.9	-13.6
CCn1c(COc2ccc(Cl)cc2)nnc1SCC(=O)Nc1ccc2c(c1)OCCO2	-7.4	1.5	-4.7	0.8	-10.0	-0.2	4.8	-21.8	-0.6
COc1c(Br)cc(Br)cc1/C=C1/C(=O)N=C(N)N1C	-0.2	-1.2	-0.6	-3.2	-7.6	1.8	-8.0	0.0	-12.2
CCCS(=O)(=O)Nc1c(C(=O)OC)[nH]c2ccccc12	2.4	-5.6	-0.1	-6.4	-1.5	/	-12.1	-1.7	4.2
N=c1c2c(-c3ccccc3)c(-c3ccccc3)n(Cc3ccco3)c2ncn1CCN1CCOCC1	-2.0	5.7	1.1	3.6	3.9	0.7	/	-10.7	-11.0
Cc1cccc(NC(=S)NC(=O)CCc2ccccc2)c1	-5.1	3.0	-0.2	-1.4	-1.5	-0.1	76.5*	-12.9	-10.6
CCN1CCN(CCNC(=O)c2ccc(CS(=O)(=O)c3c(Cl)cccc3Cl)o2)CC1	4.6	5.3	1.7	-1.7	0.5	0.5	4.4	-5.1	-14.2
COc1ccc(-c2noc(COc3ccccc3OC)n2)cc1OC	-8.5	-7.2	-3.6	-0.6	0.3	3.1	3.6	-6.8	-3.1
COC(=O)C1C(c2ccccc2)C(C(=O)N2CCN(C)CC2)C1c1ccccc1 (centres undefined)	-11.5	53.3*	-2.0	3.3	5.9	-0.2	23.2	5.9	-33.5
O=C(OCc1ccc(COC(=O)c2ccccn2)cc1)c1ccccn1	-7.6	4.8	-0.2	0.7	-3.4	-0.2	-3.0[fluorescence artefact?]	-31.8	-17.4
CCCCn1c(O)c(N=Nc2ccccn2)c2ccccc21	-11.3	25.2	-15.8	5.6	-17.6	0.9	0.0[fluorescence artefact?]	-17.1	-3.4
CCn1c(SCC(=O)Nc2cc(C)nn2-c2ccccc2)nnc1-c1cccs1	-2.1	-12.2	1.4	12.7	0.5	0.7	-1.5	0.4	-9.2
O=C(O)c1ccc(C[n+]2c(-c3ccccc3)csc2Nc2ccccc2)cc1	-16.6	4.9	-6.4	7.0	-4.8	0.4	26.3[fluorescence artefact?]	-3.4	4.7
OCc1nc2ccccc2n1CCCOc1ccccc1	-5.3	4.4	-0.4	-8.0	0.9	-0.4	11.8	-12.4	-18.4
C=CCN1C(=O)C2C(C(=O)NC)C3(C)C=CC2(O3)C1C(=O)NCc1ccc(OC)cc1 (centres undefined)	-0.8	1.2	-0.9	1.0	1.2	1.5	-0.7	-0.9	-4.4
COc1ccc(CNC(=O)C(c2ccco2)N(Cc2cccs2)C(=O)Cc2cccs2)cc1 (centres undefined)	-13.8	-0.7	1.2	0.5	-1.6	0.1	3.4	1.0	-0.9
OCCC1CN(Cc2nc3ccc(F)cc3[nH]2)CCN1C1CCCC1 (centres undefined)	1.9	2.4	2.1	5.1	1.2	0.6	6.5	-12.4	-29.3
O=C(c1ccc(CN2CCc3ccccc3C2)cc1)N1CCN(c2ccccc2)CC1	-7.6	-3.1	-2.4	5.2	-1.1	1.4	6.0[fluorescence artefact?]	2.7	-2.8

Entries of single compounds, quoted from the list:
Listed for `O=C(O)c1ccc(C[n+]2c(-c3ccccc3)csc2Nc2ccccc2)cc1` : p47phox inh = -16.6; Tb hexokinase = 4.9; Runt-CBFb FRET = -6.4; Hck-Nef inh = 7.0; Runt-SMMHC FRET = -4.8; L929 necroptosis = 0.4; 14-3-3 Bad PPI = 26.3[fluorescence artefact?]; EBV gp42 inh = -3.4; Mdm2 ligase inh = 4.7
Listed for `CCN1CCN(CCNC(=O)c2ccc(CS(=O)(=O)c3c(Cl)cccc3Cl)o2)CC1` : p47phox inh = 4.6; Tb hexokinase = 5.3; Runt-CBFb FRET = 1.7; Hck-Nef inh = -1.7; Runt-SMMHC FRET = 0.5; L929 necroptosis = 0.5; 14-3-3 Bad PPI = 4.4; EBV gp42 inh = -5.1; Mdm2 ligase inh = -14.2

Continued.
SMILES	p47phox inh	Tb hexokinase	Runt-CBFb FRET	Hck-Nef inh	Runt-SMMHC FRET	L929 necroptosis	14-3-3 Bad PPI	EBV gp42 inh	Mdm2 ligase inh
COc1cccc(NC(=O)CC2S/C(=N\S(=O)(=O)c3ccccc3)N(c3ccccc3)C2=O)c1 (centres undefined)	-47.9	34.0	-0.5	-2.4	-1.5	0.8	17.9	-8.3	-4.0
O=C(/C=C/c1cccs1)c1cc(Br)ccc1OC(=O)N1CCOCC1	-3.9	-23.4	-2.2	0.4	-0.2	/	3.5	9.5	-2.6
O=C(O)C1CCC(CN(Cc2cccc(Br)c2)C(=S)Nc2ccccc2F)CC1 (centres undefined)	-15.0	-11.7	-1.0	3.3	0.1	0.6	-4.8	-12.4	-6.0
O=c1c(N=Nc2ccc(O)cc2)c(-c2ccccc2)[nH]n1-c1ccc([N+](=O)[O-])cc1	28.4	-9.1	-0.1	26.7	-3.8	2.5	46.8	-7.0	-9.0
CCOC(=O)C1=C(Nc2ccccc2)CC(C)(O)C(C(=O)OCC)C1c1ccccc1 (centres undefined)	1.7	-2.0	-3.1	6.7	-3.9	-1.3	12.2	-15.0	-9.8
CCOC(=O)c1ccc(NC(=S)N2CCN(c3ccc(N4CCOCC4)nn3)CC2)cc1	-11.8	-5.1	1.5	1.2	5.5	-0.5	-20.9	-10.4	-6.3
COc1ccc(S(=O)(=O)c2nnn(-c3cccc(Cl)c3)c2N)cc1	-14.6	-1.3	-0.7	22.2	0.8	1.9	-11.0	-11.6	-6.9
CN(C)c1ccc(NC(=O)Nc2cccc3ccccc23)cc1	-0.9	-1.2	3.8	25.1	-0.4	37.9	-7.8	-7.0	-6.4
COC(=O)c1cc2oc(C)cc2n1CC(=O)N1CCCc2ccccc21	-12.7	-1.5	4.9	1.3	-7.5	0.0	3.5	-7.2	-7.8
Cc1cccc(C)c1OCc1n[nH]c(=S)n1-c1ccccc1	-0.5	-1.2	9.8	22.5	9.0	1.1	-16.6	-11.2	-17.8
COc1cc(C)ccc1OCCCON1C(=O)CCC1=O	-22.9	0.5	3.5	0.2	1.3	0.4	-7.2	-3.4	-15.7
Cn1cnc([N+](=O)[O-])c1Nc1cccc(O)c1	-5.6	-8.5	0.3	-1.6	-3.2	-0.1	10.8	-29.1	-3.5
Cc1nc2nc(COc3ccccc3)nn2c(C)c1Cl	-6.3	2.4	0.1	5.4	3.3	-0.5	2.2	4.2	-14.2
Cc1ccc(-c2nn3c(C)nnc3s2)cc1NC(=O)c1ccc(Br)o1	-9.8	-1.6	2.4	1.9	-3.1	-0.9	7.5	-6.8	-19.9
COC(=O)c1nc2n(n1)C(c1ccc([N+](=O)[O-])cc1)C(C(=O)Nc1ccc(Cl)cc1)=C(C)N2 (centres undefined)	35.3*	-2.9	-0.7	-0.1	-0.8	0.6	8.7	6.6	/

Brought forward from above: three compounds; new compounds follow.
SMILES	p47phox inh	Tb hexokinase	Runt-CBFb FRET	Hck-Nef inh	Runt-SMMHC FRET	L929 necroptosis	14-3-3 Bad PPI	EBV gp42 inh	Mdm2 ligase inh
Cc1nc2nc(COc3ccccc3)nn2c(C)c1Cl	-6.3	2.4	0.1	5.4	3.3	-0.5	2.2	4.2	-14.2
Cc1ccc(-c2nn3c(C)nnc3s2)cc1NC(=O)c1ccc(Br)o1	-9.8	-1.6	2.4	1.9	-3.1	-0.9	7.5	-6.8	-19.9
COC(=O)c1nc2n(n1)C(c1ccc([N+](=O)[O-])cc1)C(C(=O)Nc1ccc(Cl)cc1)=C(C)N2 (centres undefined)	35.3*	-2.9	-0.7	-0.1	-0.8	0.6	8.7	6.6	/
Cc1cc(N2CC(C)OC(C)C2)nc2ccccc12 (centres undefined)	-6.4	-8.5	-2.3	3.2	-5.4	-0.2	22.6	-0.2	-14.2
Cn1c(CNC(=O)c2ccco2)nnc1SCC(=O)Nc1c(F)cc(F)cc1Br	-0.1	3.0	-0.9	12.5	-1.2	20.6	-6.1	-16.3	3.6
CCOc1ccc(-n2c(SCc3cc(=O)oc4cc(C)ccc34)nnc2-c2cccnc2)cc1	-2.0	-4.9	-3.7	2.1	2.1	-0.7	8.3[fluorescence artefact?]	2.3	/
O=C(NN1C(=O)/C(=C/c2ccc(O)c([N+](=O)[O-])c2)SC1=S)c1ccccc1Cl	-39.3	13.1	-10.9	-15.6	-18.2	1.8	-5.2	-29.4	-4.7
O=C(O)c1ccc(-n2cncn2)c([N+](=O)[O-])c1	-5.6	-10.5	0.4	6.9	-3.2	1.6	3.8	-6.6	0.3
N/C(=N\OC(=O)CC1CCCCC1)c1ccccn1	3.1	3.2	-0.1	0.5	1.7	0.3	3.5	-6.2	-53.2
CCOC(=O)c1ccc(NC(=S)Nc2ccccc2)cc1	-20.3	4.4	-0.9	2.3	-3.1	1.3	-7.0	-5.5	-24.8
Cc1nc(Nc2ccc(S(=O)(=O)N3CCCCC3C)cc2)c2nnn(Cc3ccccc3)c2n1 (centres undefined)	-8.6	-5.7	1.4	0.5	-0.5	0.8	-1.1	-3.0	-8.2
COCCn1c(-c2ccc(OC)cc2)cnc1SCC(=O)Nc1cc(C)on1	-10.7	1.1	1.5	0.5	-2.1	-0.3	-8.6	-10.8	-9.7

The order is random; about 3.2% have a hit in one of these screens.
